# ALOX15B inhib: blocks human 15-lipoxygenase 2 activity. O15296. purified 15hLO-2, xylenol orange hydroperoxide absorbance. Potency, µM (highest dose often 57.1 µM), inactives show at the highest dose activity change, negative = inhibition, most hits filed as inhibitors. 0.56% of 110,000 active; also: potency is read from the fitted curve at half-maximal effect; nearly all actives have a fitted effect of over 60% in size; many of its hits are not listed in these tables
#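 Purified human 15hLO-2 (50 nM final) preincubated with compounds 15 min at room temperature in 25 mM Hepes pH 7.5, 0.01% Triton X-100, then 45 uM arachidonic acid added for 90 min; hydroperoxide detected via ferrous/xylenol orange, 573/405 nm absorbance ratio.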
# IMPase inh: membrane-permeable compound that blocks inositol monophosphatase. P97697. CHO-M1 cells, IP1 accumulation, HTRF TR-FRET ratio. inhibition (IP1 accumulation), % at 46.1 µM. AID 901. 120,000 tested, under 10 active; active = well fitted curve in the direction sought with a large enough effect in the signal ratio, not every such curve was filed as active; inconclusive = small, poorly fitted or top-dose-only effect, or a change in a side signal; inactive = no such curve, though single readings can be large or run the other way; the % refers to the signal ratio;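 also: cells stimulated with carbachol in lithium chloride buffer; plate controls were DMSO basal wells for no effect and reference inhibitor wells for full effect; higher means more IMPase inhibition seen as more IP1 and lower FRET ratio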
# Target sequence (P97697 whole entry, looked up): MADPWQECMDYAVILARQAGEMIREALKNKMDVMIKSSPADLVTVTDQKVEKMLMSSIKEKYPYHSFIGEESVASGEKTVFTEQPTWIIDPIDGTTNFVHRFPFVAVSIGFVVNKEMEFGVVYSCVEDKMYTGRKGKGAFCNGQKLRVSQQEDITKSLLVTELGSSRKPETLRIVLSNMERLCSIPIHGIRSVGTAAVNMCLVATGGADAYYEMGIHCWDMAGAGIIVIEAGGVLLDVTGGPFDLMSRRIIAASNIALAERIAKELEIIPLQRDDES
#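 Seeded CHO-M1 cells were dosed with compound at up to 46 uM, stimulated with carbachol for 30 min, then lysed in IP-One detection reagents. Higher IP1 lowers the TR-FRET signal.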
# PNC inhibitor: inhibitors of perinucleolar compartment assembly. PC3M PTB-GFP, PNC prevalence imaging, 16 h; active compounds read low. AID 2417. 3.1% of 140,000 active. activity change (PNC), negative = inhibition, % at 10 µM;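 active = readout at or below -70, meaning at least 70% loss of cells showing the perinucleolar compartment, a nuclear body marking cancer cells; inconclusive = readout between -30 and a set limit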;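 also: plate controls were DMSO wells for no effect and camptothecin positive control wells for full effect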
#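 Read-out is percentage of cells bearing a perinucleolar compartment, from automated 20x imaging of fixed, Hoechst-stained PC3M PTB-GFP cells. Cells were seeded 4 h, then exposed 16 h to compound (23 nl of library stock) in duplicate plates.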
# 12-hLO inh: inhibitors of human 12-lipoxygenase (ALOX12) | purified 12-hLO, xylenol orange hydroperoxide absorbance | Potency, µM (highest dose often 57.1 µM), inactives show at the highest dose activity change, negative = inhibition, actives largely listed as inhibitors | P18054 | 0.12% of 150,000 active; also: potency is read from the fitted curve at half-maximal effect; nearly all actives have a fitted effect of over 55% in size; many of its hits are not listed in these tables
# Target sequence (P18054 whole entry, looked up): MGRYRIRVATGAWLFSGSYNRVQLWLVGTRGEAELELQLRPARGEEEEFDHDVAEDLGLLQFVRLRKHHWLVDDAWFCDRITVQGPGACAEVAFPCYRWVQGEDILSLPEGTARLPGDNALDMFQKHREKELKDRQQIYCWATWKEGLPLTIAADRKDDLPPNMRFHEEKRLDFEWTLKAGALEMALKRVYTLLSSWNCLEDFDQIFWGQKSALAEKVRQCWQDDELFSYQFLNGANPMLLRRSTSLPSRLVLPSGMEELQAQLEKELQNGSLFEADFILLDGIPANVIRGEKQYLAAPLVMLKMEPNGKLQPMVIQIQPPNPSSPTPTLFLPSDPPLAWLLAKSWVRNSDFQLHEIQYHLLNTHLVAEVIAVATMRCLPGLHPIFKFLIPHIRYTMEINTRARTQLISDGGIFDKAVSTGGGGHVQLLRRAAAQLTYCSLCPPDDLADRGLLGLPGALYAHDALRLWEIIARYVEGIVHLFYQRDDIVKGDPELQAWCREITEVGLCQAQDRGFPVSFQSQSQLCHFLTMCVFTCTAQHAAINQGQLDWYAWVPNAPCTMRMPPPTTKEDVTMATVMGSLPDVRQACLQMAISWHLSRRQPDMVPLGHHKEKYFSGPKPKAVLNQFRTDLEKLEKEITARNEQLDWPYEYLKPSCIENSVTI
#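 Lipoxygenase turnover measured by absorbance at 573 and 405 nm after Fe-XO development. Human 12hLO 150 nM, arachidonate 40 uM, pH 7.0 Hepes buffer with detergent; 15 min compound preincubation, 30 min reaction.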
# * marks the source's active call; other numbers are inactive results; ? = inconclusive; / = not tested or not shown; & = joins results of further samples; [ ] = another dose, or the depositor's remark. Unless noted, calls follow the shape of the dose curve; as a rule, active = well fitted curve in the direction sought with a large enough effect; inconclusive = small, poorly fitted or top-dose-only effect, or another doubt; inactive = no such curve, though single readings can be large; an effect the other way counts as inactive or inconclusive. Unless noted, % is scaled to controls: 0 for no effect and ±100 for the full control effect.
# Values run as follows: 12-hLO inh, IMPase inh, PNC inhibitor, ALOX15B inhib
O=S(=O)(c1cccs1)N1CN(Cc2ccc(Cl)cc2)c2nc3ccccc3nc21
 : 3%, 1, 22, /
O=S(=O)(c1ccccc1Cl)N1CCCC1c1nc(-c2ccc(Cl)cc2)no1 (stereo not drawn)
 : 4%, 7[1.84 µM], 17, -6%[11.4 µM]
NC(N)=NC[C@@H]1COC2(CCCCC2)O1
 : 2%[25.6 µM], -3[20.6 µM], /, 8%[25.6 µM]
CN(N)c1nc(-c2ccccc2)nnc1C(F)(F)F
 : -7%, 0, -4, -3%
COc1ccc2cc(C(=O)NCC(=O)O)sc(=O)c2c1OC
 : 2%, 4, 97, -10%
Cc1ccc(S(=O)(=O)N2CCCC2C(=O)n2nc(C)cc2C)cc1 (stereo not drawn)
 : -11%, 1, ?, -6%
O=C(Nc1cnn(Cc2ccc(F)cc2)c1)C(c1ccccc1)c1ccccc1
 : -2%, /, 69, /
COc1ccc(Cl)cc1C(=O)NCCc1ccc(S(=O)(=O)NC(=O)NC2CCCCC2)cc1
 : -8%, 6, -15, -14%
O=C(/C=C/c1ccco1)N1CCN(c2ccccc2)CC1
 : -1%, /, ?, /
COc1ccc(NC(=S)Nc2ccc(S(=O)(=O)N3CCOCC3)cc2)c(OC)c1
 : -6%, -5, -7, /
CCOc1cc(-c2noc(CCC(=O)N3CCOCC3)n2)ccc1OC
 : -2%, 2, 3, 3%
N#Cc1nc(-c2ccc(OCc3ccccc3)cc2)oc1NCCCN1CCOCC1
 : -1%, 3, 9, 41%[activator]
Cc1nn(C(C)C(=O)NCc2ccccc2Cl)c(=O)c2c1sc1ccccc12 (stereo not drawn)
 : 2%, 4, -24, -2%
CCOC(=O)c1c(-c2cccc3ccccc23)csc1NC(=O)C1C2CCC(O2)C1C(=O)O (stereo not drawn)
 : 3%, /, -4, /
COc1ccc(CNc2ncnc(N)n2)cc1
 : 1%, 6, -101*, 3%
CC(C)c1nc(SCC(=O)Nc2ccc3c(c2)OCCO3)c2c(=O)n(C)c(=O)n(C)c2n1
 : -3%, 0, ?, -3%
O=C(Cc1ccccc1Cl)NCCCn1ccnc1
 : 0%, /, 24, /
CCOC(=O)N1CCN(C(=O)c2cnsn2)CC1
 : 3%, 2, ?, -3%
CCC(C)(C)NC(=O)C(c1ccco1)N(C(=O)c1csnn1)c1cccc(F)c1 (stereo not drawn)
 : -6%, 10, 26, -5%
Brc1ccc(-c2noc(COc3ccc4c(c3)CCC4)n2)o1
 : -13%, -10, -80*, -15%
N#Cc1cccc(NC(=O)NCCc2c[nH]c3ccccc23)c1
 : -3%, /, 46, /
COc1ccc(-n2c(Cc3cccn3C)nnc2SCC(=O)Nc2cccc(F)c2)cc1
 : -7%, 0, ?, /
CN(C)c1ccc(C(=S)N2CCOCC2)cc1
 : -2%, 10, -19, 2%
Cc1ccc(CNC(=O)C2CC(c3ccccc3[N+](=O)[O-])=NO2)cc1 (stereo not drawn)
 : 3%, 3, -7, -7%
COCCN1C(=O)C(=O)/C(=C(/O)c2cccc(OC)c2)C1c1ccc(C)o1 (stereo not drawn)
 : -19%, 7, 7, 16%
O=C(NCc1ccc2c(c1)OCO2)c1ccc(NC(=O)C2CCCO2)cc1 (stereo not drawn)
 : -3%, 5, -7, -1%
O=c1[nH]nc(Cc2ccccc2)c2ccccc12
 : -1%, -6, 3, 1%
Cc1cc(C)cc(C(=O)NC(=S)Nc2ccc(Cc3ccncc3)cc2)c1
 : 8%, /, 41, /
CCn1nc(C(=O)NNC(=O)COc2ccccc2C)c2ccccc2c1=O
 : -1%, /, -113*, /
CN(CCCNC(=O)C1CCN(S(=O)(=O)c2cccc3nsnc23)CC1)Cc1ccccc1
 : -1%, 7, 22, 17%
COc1ccccc1Oc1ccccc1C(=O)O
 : 0%, 2, -22, -6%
CCCCn1c(/N=C/c2c[nH]c3ccccc23)nc2ccccc21
 : ?, 6, 5, 6%
Nc1nc(-c2ccccc2)cs1
 : 7%&4%, 8, 39, 20%&-8%
COC(=O)Cn1c(=NC(=O)C(C)C)sc2c(C)cc(C)cc21
 : -2%, ?, 5, -1%
CCCCCC1=C2CNC(CCC)(C(=O)OC)C=C2C(C)C1=O (stereo not drawn)
 : -7%, /, /, 20%
NNc1nc(-c2ccccc2)nc2sc3c(c12)CCCC3
 : -8%, -18, ?, /
CC(=C\c1ccco1)/C=C(\C#N)C(=O)NCCc1c[nH]c2ccccc12
 : 2%, -1, 1, /
O=C(CC1SC(N2CCCCC2)=NC1=O)Nc1cccc(C(F)(F)F)c1 (stereo not drawn)
 : 8%, 4, 8, -3%
O=C(COC(=O)c1cccs1)c1ccccc1
 : 3%, -3, -9, -5%
O=C(C1=C[C@@H]2[C@H]3C(=O)N(c4ccccc4)C(=O)[C@H]3[C@@H](C(=O)c3ccc(Cl)cc3)N2C=C1)c1ccccc1
 : -5%, /, -27, /
Cc1ccc2c(c1)C1CN(C)CCC1N2CC(=O)N(C)c1ccccc1 (stereo not drawn)
 : -3%, 17, ?, -1%
COc1ccc(NC(=S)N2CCN(C/C=C/c3ccccc3)CC2)cc1
 : -4%, 13, ?, /
COc1ccc(CCNC(=O)c2ccc(CS(=O)(=O)c3ccc(Cl)cc3)o2)cc1OC
 : 2%, 5, 61, /
Cc1cc(C)n(/N=C/c2c[nH]c3ccccc23)c(=O)c1C#N
 : 5%, -7, ?, 2%
C=CCn1c(Cc2cccs2)nnc1SCC(=O)Nc1ccc(OC)c(OC)c1
 : 1%, -3, ?, 3%
O=S(=O)(O)c1ccc(N=Nc2ccc3c(S(=O)(=O)O)cccc3c2O)c2ccccc12
 : 1%[11.4 µM], /, /, -3%[11.4 µM]
COc1ccc(N2CCN(C(=O)CSc3ccccc3)CC2)cc1
 : -7%, -20, 17, -4%
COc1ccc(NS(=O)(=O)c2cccc(C(=O)OCC(=O)Nc3cc(C)on3)c2)cc1
 : -3%, 1, 30, -6%
CC1(C)OC(=O)C(=NNc2ccc(Cl)cc2)C(=O)O1
 : -16%, 6, 5, -21%
CCc1nnc(NC(=O)CSc2nc3ccccc3s2)s1
 : 4%, -5, 34, -16%
Cc1ccc2[nH]c(=O)c(CN(CC3CCCO3)S(=O)(=O)c3cccc4nsnc34)cc2c1 (stereo not drawn)
 : -2%, -7, 53, -3%
COc1ccc(OC)c(NC(=O)CSc2nc(N)c(-c3ccccc3)c(=O)[nH]2)c1
 : 0%, 7, 33, 0%
CCOC(=O)CSc1nnc(Cc2ccc(OC)cc2)n1-c1ccccc1
 : -3%, -4, -30, -6%
CC(C)CCNC(=O)[C@@H](NC(=O)c1c(F)cccc1F)C(C)C
 : 4%, 11, ?, 1%
O=C(c1cccc(Cl)c1)N1CCN(Cc2ccccc2F)CC1
 : -6%, 4, -17, -17%
CCOC(=O)C(=O)Nc1cccc(C(=O)OCC)c1
 : -3%, /, ?, /
CCc1ccc2[nH]c(=O)c(CN(CCCN3CCOCC3)C(=O)Nc3ccccc3)cc2c1
 : -1%, 8, -9, 44%[activator]
O=C1CC(c2ccccc2)SC(N(c2ccccc2)c2ccccc2)=N1 (stereo not drawn)
 : 0%, -7, ?, /
FC(F)(F)c1cccc(Cn2nnnc2-c2ccc(Cl)cc2)c1
 : -7%, 2, 22, -8%
CCC1(C)C(Nc2c(C)cccc2C)=NC(=S)N1c1ccc(NC(C)=O)cc1 (stereo not drawn)
 : -3%, -2, 9, /

# Remaining list, next part
# Values run as follows: 12-hLO inh, IMPase inh, PNC inhibitor, ALOX15B inhib
COc1cccc(-c2nnc(SCC(=O)OC(C)C)n2N)c1
 : 0%, 2, 1, 3%
CCC(c1nnnn1CCOC)N1CCN(Cc2ccccc2)CC1 (stereo not drawn)
 : -3%, 4, 42, 2%
Cc1ccc(S(=O)(=O)N2CCCN(S(=O)(=O)c3ccc(C(F)(F)F)cc3)CC2)cc1
 : -4%, -4, -28, -6%
O=C(O)c1cccc(Oc2ccc([N+](=O)[O-])cc2)c1
 : -2%, 4, -3, /
CCCN(C(=O)c1ccco1)c1nnc(-c2ccncc2)s1
 : -9%, -8, -6, /
CCN1CCN(C(=O)c2sc3nc(C)nc(N4CCC(C)CC4)c3c2C)CC1
 : 2%, -5, -88*, 20%
O=S1(=O)N=C(Nc2ccc(S(=O)(=O)N3CCCCC3)cc2)c2ccccc21
 : -7%, 2, 27, -16%
N#Cc1c(-c2ccco2)nc(NCC2CCCO2)[nH]c1=O (stereo not drawn)
 : -1%, -29, ?, -7%
CCc1ccc2oc(-c3cc(N=Cc4cccc(OC)c4O)ccc3O)nc2c1
 : -2%, -5, ?, 10%
Cc1noc(/C=C/c2ccco2)c1S(=O)(=O)N1CCC(C(=O)N2c3ccccc3CC2C)CC1 (stereo not drawn)
 : -11%, 12, 3, -26%
Cc1nc2scc(-c3ccco3)c2c(=O)n1/N=C/N(C)C
 : -9%, -3, 5, -14%
Cn1c(SCC(=O)Nc2ccccc2)nc(O)cc1=O
 : -3%, 3, 16, -9%
Cc1cccn2c(=O)c3cc(C(=O)N4c5ccccc5CC4C)n(C)c3nc12 (stereo not drawn)
 : -4%, 4, 19, -29%
CCOC(=O)c1c(C)[nH]c2c1cc(O)c1ccccc12
 : -11%, 12, ?, ?
NC(N)=NC(N)=NCCc1ccccc1
 : -2%, -1[20.6 µM], 6, -7%
COCCn1c(C)cc(C(=O)COC(=O)c2cncc(Br)c2)c1C
 : -3%, -3, 1, /
COc1cccc(C(C(=O)NC(C)(C)C)N(C(=O)CCC(=O)Nc2cc(C)on2)C2CC2)c1OC (stereo not drawn)
 : -7%, 6, ?, 16%
CCn1c(COc2cccc(C)c2)nnc1SCC(=O)CC(=O)Nc1ccccc1OC
 : -7%, 2, ?, 6%
Clc1ccccc1OCCn1ccnc1
 : -8%, 0, 10, 18%
COCCCN1C(=O)C(=O)/C(=C(/O)c2ccc(OC)cc2)C1c1cccc(OC)c1 (stereo not drawn)
 : 1%, -19, 18, 26%
O=C(c1cccc(F)c1)N1CCC2(CCCN(c3ncccn3)C2)CC1
 : -1%, /, /, 2%
CCOc1cc(/C=N/NC(=O)c2ccc(CN3CCOCC3)cc2)ccc1OCc1ccccc1
 : -3%, /, -2, /
COc1ccc(CNc2ncncc2-c2ccccc2CN(C)C)c(OC)c1
 : 1%, /, /, 49%[activator]
Cc1cc(C)c(C#N)c(SCC(=O)N2CCCCC2)n1
 : 2%, 13, 18, ?
Nc1c(C(=O)c2ccc(Br)s2)oc2ccccc12
 : -2%, 0, ?, -2%
COc1ccc(-c2nnc3sc(-c4ccc(Br)o4)nn23)cc1OC
 : 2%, -5, 10, -15%
Cc1cc(NC(=O)CSc2ccc(-c3ccccc3)nn2)no1
 : 0%, ?, 38, 3%
O=C(COC(=O)c1cc(-c2ccncc2)nc2ccccc12)Nc1ccc2c(c1)OCO2
 : 0%, /, 0, /
S=c1[nH]nc(-c2ccccc2)n1/N=C/c1cccs1
 : -3%, -8, -2, -23%
COc1cccc(C2C3=C(CC(C)(C)CC3=O)Nc3cc4c(cc32)OCO4)c1 (stereo not drawn)
 : -10%, -15, -27, 6%
C/C(=N\NC(=S)Nc1c(C)cccc1C)c1cc2ccccc2o1
 : -9%, /, ?, /
O=C(c1cccc(F)c1)N1CCC2(CCCN(C(c3ccccc3)c3ccccc3)C2)CC1
 : -1%, /, /, -2%
O=C(c1ccc(CS(=O)(=O)c2ccc(Br)cc2)o1)N1CCN(C2CCCCC2)CC1
 : 0%, 2, 8, 5%
Cc1ccc(CNC(=O)C2CCCCC2C(=O)O)cc1 (stereo not drawn)
 : -1%, -8, ?, 6%

# An unsorted share of the library. Share with any hit: about 3.1%.
